Apaf-1 inh = inhibitors of human Apaf-1 apoptosome, primary screen, biochemical, DEVD-Rh110 fluorescence, uHTS. inhibition, % at 20 µM. Apoptotic protease-activating factor 1 (Homo sapiens), O14727. reconstituted apoptosome caspase-3 activity. 0.71% of 330,000 active; active means inhibition of at least 40% at 20 µM;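 further: plate controls were DMSO wells for no effect and DEVD-CHO caspase inhibitor wells for full effect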
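System: Apoptosome proteins | Medium: Hepes pH 7.5 with detergent and BSA | Also added: Cytochrome c trigger plus (Z-DEVD)2-Rh110 caspase-3 substrate | Incubation: 30 min compound preincubation, 50 min activation, room temperature | Detection: Rhodamine 110 fluorescence at Ex 480/Em 540 nm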
UBC13 inh = UBC13 polyubiquitin chain formation inhibitors, primary screen, biochemical, TR-FRET, uHTS; inhibition, % at 20 µM; 0.47% of 330,000 active; Ubiquitin-conjugating enzyme E2 N (Homo sapiens), P61088; in the data active means inhibition above about 45%, passing the limit was not always enough; inconclusive means no clear call, values can overlap the other calls
APOBEC3G inh = APOBEC3G DNA deaminase inhibitors, primary screen, biochemical, fluorescence, single-stranded DNA substrate, uHTS | DNA dC->dU-editing enzyme APOBEC-3G (Homo sapiens), Q9HC16 | recombinant A3G, ssDNA deamination FAM/TAMRA fluorescence | inhibition, % at 20 µM | 0.28% of 330,000 active | AID 493012, 2011;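 active means inhibition of at least 40% at 20 µM, with no more than 30% in the related APOBEC3A deaminase screen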;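 further: plate controls were DMSO wells with A3G for no effect and wells lacking A3G enzyme for full effect; some compounds called inactive have numbers as strong as hits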
SENP8 block-1 = SENP8 protease inhibitors, primary screen, biochemical, luminescence; Sentrin-specific protease 8 (Homo sapiens), Q96LD8; purified SENP8, Z-RLRGG-aminoluciferin cleavage; inhibition, % at 10 µM; 1.2% of 330,000 active; AID 2540, 2010; in the data active means inhibition above about 50%
Target sequence (Q96LD8 whole entry, looked up): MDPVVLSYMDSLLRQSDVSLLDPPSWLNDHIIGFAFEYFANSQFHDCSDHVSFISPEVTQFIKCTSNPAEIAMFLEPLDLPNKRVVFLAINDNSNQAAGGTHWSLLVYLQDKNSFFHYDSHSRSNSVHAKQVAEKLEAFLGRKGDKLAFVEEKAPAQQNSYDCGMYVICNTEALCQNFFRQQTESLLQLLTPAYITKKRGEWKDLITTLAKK
SENP7 block = SENP7 protease inhibitors, primary screen, biochemical, luminescence, uHTS | recombinant SENP7, Z-RLRGG-aminoluciferin luminescence, 40 min | inhibition, % at 5 µM | 1.5% of 330,000 active;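 active means inhibition above about 50% at the single test dose, limit read from the data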;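 further: plate controls were DMSO with enzyme for no effect and no enzyme buffer wells for full effect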
SENP1 FRET inh = human SENP1 catalytic domain inhibitors, primary screen, biochemical, FRET, uHTS | Sentrin-specific protease 1 (Homo sapiens), Q9P0U3 | recombinant SENP1 catalytic domain, CyPet-SUMO1-YPet FRET cleavage | inhibition, % at 10 µM | 0.21% of 360,000 active | AID 624204, 2012;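 active means inhibition at least 30% at 10 µM, raw YFP signal under a set limit, fluorescence ratio 0.5 to 1.5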;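 further: 0% = enzyme with DMSO and 100% = no enzyme wells; some results filed as inactive read as strong as hits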
Target sequence (Q9P0U3 419-644 limits assumed): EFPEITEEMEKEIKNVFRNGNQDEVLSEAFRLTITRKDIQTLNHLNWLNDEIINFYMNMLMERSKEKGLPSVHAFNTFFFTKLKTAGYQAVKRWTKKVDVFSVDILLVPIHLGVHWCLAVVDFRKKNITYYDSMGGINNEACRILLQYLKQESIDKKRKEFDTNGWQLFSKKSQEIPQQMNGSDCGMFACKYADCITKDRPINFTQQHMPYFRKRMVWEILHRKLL
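Test system: recombinant human SENP1 catalytic domain, His6-tagged / Medium: pH 8 Tris buffer with EDTA, NaCl, BME, BSA, NP40, catalase / Also added: SUMO1 FRET substrate flanked by Cypet and Ypet, 25 nM / Times: 50 min reaction at room temperature / Signal: FRET, CFP and YFP emission / Control set: no-enzyme low control and enzyme-plus-DMSO high control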
SENP8 block-2 = human SENP8 protease inhibitors, primary screen, biochemical, fluorescence, Nedd8 protein substrate, uHTS | Sentrin-specific protease 8 (Homo sapiens), Q96LD8 | recombinant SENP8 | inhibition, % at 20 µM | 0.64% of 360,000 active | AID 602440, 2012; in the data active means inhibition mostly above about 40%, no sharp cut-off; inactive means mostly below about 27%
SENP6 block = SENP6 protease inhibitors, primary screen, biochemical, luminescence, uHTS | Sentrin-specific protease 6 (Homo sapiens), Q9GZR1 | Recombinant SENP6 catalytic domain, aminoluciferin luminescence | inhibition, % at 10 µM | 1.8% of 330,000 active;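 active means inhibition above about 50% at the single tested dose, limit read from the data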;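 further: plate controls were DMSO wells with enzyme for no effect and DMSO wells lacking enzyme for full effect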
Target sequence (Q9GZR1 628-1112 limits assumed): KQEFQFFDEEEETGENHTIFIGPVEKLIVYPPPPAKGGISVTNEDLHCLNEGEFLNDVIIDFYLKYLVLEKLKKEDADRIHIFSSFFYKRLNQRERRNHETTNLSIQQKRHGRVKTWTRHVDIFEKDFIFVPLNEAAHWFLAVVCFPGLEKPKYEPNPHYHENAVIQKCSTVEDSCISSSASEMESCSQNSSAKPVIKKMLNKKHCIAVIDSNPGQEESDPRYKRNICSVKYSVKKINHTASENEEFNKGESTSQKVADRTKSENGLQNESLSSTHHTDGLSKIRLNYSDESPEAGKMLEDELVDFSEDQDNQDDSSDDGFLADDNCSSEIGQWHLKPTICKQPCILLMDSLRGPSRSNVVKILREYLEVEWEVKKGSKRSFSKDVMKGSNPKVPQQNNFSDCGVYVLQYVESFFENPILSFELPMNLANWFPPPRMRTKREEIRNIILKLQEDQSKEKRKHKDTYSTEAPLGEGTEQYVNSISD
An asterisk follows results filed as active; ? = inconclusive; nt = not tested or not shown; & = joins results of further samples.

structure	SENP8 block-2	APOBEC3G inh	SENP8 block-1	SENP6 block	UBC13 inh	SENP7 block	Apaf-1 inh	SENP1 FRET inh
O=C(NCCc1ccc(Cl)cc1)C1CCC(=O)N1Cc1ccc(F)cc1 (stereo not drawn)	20	-8	14	-3	2	-1	-2	7
O=C(CCl)Nc1cc2[nH]c(=O)[nH]c2cc1Br	22	24	4	-9	-8	-1	-3	1
Cc1cc(S(=O)(=O)N2CCCCC2CCNC(=O)C(=O)NCc2cccnc2)ccc1F (stereo not drawn)	10	0	-1	-11	-7	-5	4	0
CC(=O)C1C(c2ccc([N+](=O)[O-])cc2)c2c(noc2C)CC1(C)O (stereo not drawn)	-1	3	9	9	-1	6	6	0
COC(=O)c1ccc(Nc2nc(C)cc(=O)[nH]2)cc1	-27	0	-2	-15	-9	3	11	-1
Cc1ccc2c(c1)c(C)c(C)n2CC(O)CN1CCCCC1C (stereo not drawn)	17	-8	-9	-19	13	-9	19	1
COc1ccc(C(=O)c2c3ccc(OC)cc3[n+]([O-])n2CCCC(N)=O)cc1	7	-6	3	-22	0	-5	5	-5
Cc1cccc(OCC(=O)N2CCN(C(=O)COc3ccc(Cl)cc3)CC2)c1	1	-10	-4	-15	8	-9	-4	5
O=C(c1ccccc1Cl)N1CCN(c2ncccn2)CC1	-1	8	1	-4	-3	-1	1	11
O=C(NN1C(=O)/C(=C/c2ccc(O)cc2)SC1=S)c1ccccc1O	27	-3	-5	11	-52	-3	7	81
CCOC(=O)c1cc2ccccc2n1CC(=O)c1ccccc1	14	0	-2	6	0	-2	7	0
NC(=O)c1ccccc1Nc1nc2nc3ccccc3c(=O)n2cc1Br	nt	-9	7	-5	12	2	-14	nt
Cc1cc(NC(=O)C(C)SCC(=O)N(Cc2ccccc2)c2ccccc2)no1 (stereo not drawn)	1	-7	7	-6	5	-7	1	0
Cc1sc2nc(COC(=O)c3ccc(N4CCCC(C)C4)c([N+](=O)[O-])c3)[nH]c(=O)c2c1C (stereo not drawn)	15	-5	-14	-18	-18	-6	21	8
Cc1cc(/C=N/NC(=O)c2cccc(F)c2)c(C)n1-c1ccccc1	-30	0	4	-36	-10	-12	10	-13
Cc1nc2c(sc3nc4c(cc32)COC(C)(C)C4)c(=O)n1Cc1ccccc1	-74	-2	-2	1	10	2	23	1
Nc1ccc(Nc2nc3ccccc3[nH]2)cc1	-2	-5	-11	0	-6	13	-2	-1
COc1cccc(CCNC(=O)CCCC(=O)c2ccccc2)c1	17	0	5	-1	2	0	4	5
O=C(/C=C\c1ccc2c(c1)OCO2)NC1(C(=O)Nc2ccc3c(c2)OCO3)CCCCC1	-24	1	-8	-9	5	1	-87	1
c1ccc(-n2c(-c3ccco3)nnc2-c2ccco2)cc1	-41	-6	4	3	2	7	-13	0
O=C(Sc1ccccc1)c1cccc(Cn2cc(C(F)(F)F)ccc2=O)c1	-6	-7	-11	-35	7	-4	2	2
NS(=O)(=O)c1ccc(NC(=O)CCC(=O)N2CCOCC2)cc1	2	-4	11	-10	2	4	0	0
COC(=O)c1ccc(N)nc1	10	-3	6	9	5	8	-2	1
O=C(COC(=O)c1ccccc1NC(=O)c1ccco1)NCc1ccc2c(c1)OCO2	-143	-3	6	-3	4	1	2	2
COc1cccc(NC(=S)N2CCC(c3ccc(C)cc3)C2)c1 (stereo not drawn)	12	-4	-4	3	13	10	17	2
CCOC(=O)CC1=CC(C)(CC(=O)OCC)C(C#N)(C#N)C(N)=C1C#N (stereo not drawn)	10	-6	-5	-6	-3	-12	-28	-27
CCN(CC(=O)NCc1cccs1)CC(=O)Nc1ccc(C(N)=O)cc1	5	-7	-3	-7	5	2	-5	-1
COC(=O)c1sccc1NC(=S)Nc1ccc(F)cc1F	6	-3	3	6	?	-1	-9	1
CC(CCCC(C)(C)O)NC(=O)c1ccc(OC2CCN(C(=O)C3CC3)CC2)cc1 (stereo not drawn)	4	-11	-2	-20	17	-4	-6	0
O=C(Cn1c(SCC(=O)NC2CCCC2)nnc1-c1ccncc1)Nc1ccc2c(c1)OCO2	20	-11	-10	-17	-6	-4	10	-1
O=C(C[n+]1cccc(O)c1)Nc1ccc(Br)cc1	-16	9	-12	-1	-9	-10	7	1
CCc1cccc(NC(=O)CCSCCC(=O)Nc2cccc(CC)c2)c1	24	3	1	-2	8	-3	19	-2
CN(C)/C=N/S(=O)(=O)c1ccc(Cl)c(Cl)c1	9	-5	-4	-5	1	10	-6	-1
Cc1ccc(F)c(NC(=O)CCOc2ccccc2C)c1	6	-1	-5	5	9	-4	-6	1
COC(=O)CSc1nc2cc(Cl)ccc2c(=O)n1C1CCCC1	5	-7	-3	-15	4	0	13	0
S=C(NC1CCCCC1)NC1CC2C=CC1C2 (stereo not drawn)	19	-3	-1	-35	-4	-7	6	-1
CCCC(=O)Nc1nnc(CC(=O)OCC)s1	0	10	-2	-10	-4	-2	-6	0
Cc1ccc(-c2ccc(C(=O)Nc3ccccc3)o2)c2ccccc12	-491	-10	-11	-8	-11	-17	-3	0
COc1ccc(NC(=O)CC(C(=O)O)C(C)c2ccccc2)cc1 (stereo not drawn)	5	-4	2	9	3	1	0	2
COc1ccc(-c2cc(C(F)F)n3ncc(C(=O)Nc4cnn(Cc5ccccc5)c4)c3n2)cc1	nt	-3	-11	3	-9	0	23	nt
CC(Sc1nc2c(c(=O)[nH]1)CCCC2)C(=O)Nc1ccccc1C#N (stereo not drawn)	9	-5	-8	5	-1	1	3	1
CCN(CC)S(=O)(=O)c1ccc(C)c(NC(=O)Cc2ccc(S(=O)(=O)N3CCOCC3)s2)c1	2	-6	-4	-7	7	3	7	1
S=C(NCC1CCCO1)Nc1ccc(Cl)cc1Cl (stereo not drawn)	10	-5	-7	-12	1	2	1	1
COc1ccc(NC(=S)N/N=C/c2cccn2Cc2ccc(F)cc2Cl)cc1	-13	-3	-2	-19	-12	9	3	1
COc1ccc(N/N=C/c2c(C(=O)O)ccc3ccccc23)cc1	-44	-3	3	9	-18	3	4	-51
CN(C)c1ccc(S(=O)(=O)N2CCCCC2)cc1NC(=O)C1CSC2(C)CCC(=O)N12 (stereo not drawn)	-1	-6	5	-1	2	6	-4	1
O=C(OCn1nnc2ccccc2c1=O)c1ccc(S(=O)(=O)N2CCOCC2)cc1	14	-1	2	-5	2	-2	-3	2
COc1ccc(NC(=O)c2ccc(-c3nn(C)c(=O)c4ccccc34)cc2)cc1C(N)=O	-4	-5	-1	-17	44	12	-7	-1
O=C(COC(=O)COc1ccccc1[N+](=O)[O-])Nc1ccccc1Br	18	0	-2	2	0	4	3	4
O/N=C/c1ccc(OCC(O)COc2ccc(/C=N/O)cc2)cc1	16	1	-2	12	-1	1	0	2

Further structures.
structure	SENP8 block-2	APOBEC3G inh	SENP8 block-1	SENP6 block	UBC13 inh	SENP7 block	Apaf-1 inh	SENP1 FRET inh
CN(C)CCC(c1ccccc1)c1ccccn1 (stereo not drawn)	12&14&7	-9&-7	-6	-2	-8	-10	-4	4&-1&1
CCOc1cc2[nH]c(=O)n(CCCCCC(=O)NC3CCCC3)c(=O)c2cc1OCC	-105	-5	-11	-25	0	10	5	-1
CC(C)(C)c1cc(=O)n2c(C#N)c(C#N)nc2[nH]1	-340	-5	-1	-10	16	4	3	0
O=c1[nH]nc2n1CCCCC2	14	1	-5	-7	8	-2	9	4
O=C(NCc1ccccc1)C(=O)c1cn(CC(=O)N2CCOCC2)c2ccccc12	-45	-6	-13	-9	-10	55*	0	1
Cc1cc(S(=O)(=O)Nc2ccc(C(=O)NCC(c3ccco3)N3CCCCC3)cc2)ccc1F (stereo not drawn)	-1	-6	-10	-11	-9	11	6	-1
Cc1ccnc(NC(=S)NC(=O)c2ccco2)c1	-8	-10	-18	-7	0	-15	3	-2
Cc1cc(C)n(-c2nnc(C)n2/N=C/c2ccccc2OCc2ccccc2Cl)n1	38	-6	-6	7	4	-1	17	1
CCCC(=Nc1ccc(N)cc1)C1=C(O)C(C(=O)OC)C(C)(C)CC1=O (stereo not drawn)	80*	11	6	14	-19	1	67*	44*
CC(=O)Nc1ccc(S(=O)(=O)N2CCN(Cc3csc(C)n3)CC2)cc1	4	-8	8	-6	-1	2	0	1
O=C(CN(C(=O)c1csnn1)c1ccc2c(c1)OCCO2)NCc1ccccc1	13	-12	-1	0	5	2	3	2
NC(=O)[C@H]1CC2(CC(c3cccc(NC(=O)COc4ccc(Cl)cc4)c3)=NO2)CN1C(=O)[C@H]1CCC(=O)N1 (stereo partly drawn)	5	4	3	9	-16	0	5	1
O=C(COC(=O)CCC(=O)c1ccc2c(c1)OCCO2)NCc1ccc2c(c1)OCO2	2	1	1	5	8	5	7	1
O=C(Nc1ccc([N+](=O)[O-])cc1)C1(c2ccccc2)CCOCC1	13	-7	-11	-4	-5	-1	3	0

Record cards, from the list above. Order of screens: SENP8 block-2 | APOBEC3G inh | SENP8 block-1 | SENP6 block | UBC13 inh | SENP7 block | Apaf-1 inh | SENP1 FRET inh
COC(=O)c1sccc1NC(=S)Nc1ccc(F)cc1F is listed with 6 | -3 | 3 | 6 | ? | -1 | -9 | 1
COc1cccc(NC(=S)N2CCC(c3ccc(C)cc3)C2)c1 (stereo not drawn) is listed with 12 | -4 | -4 | 3 | 13 | 10 | 17 | 2
